Compound activity: PubChem BioAssay, Sanford-Burnham Center for Chemical Genomics
UBC13 inh – human UBC13 polyubiquitination inhibition. P61088. UBC13 polyubiquitin chain formation, TR-FRET. inhibition, % at 20 µM. 330,000 tested, 0.47% active. AID 485273; in the data active = inhibition above about 45%, passing the limit was not always enough
Target sequence (P61088 whole entry, looked up): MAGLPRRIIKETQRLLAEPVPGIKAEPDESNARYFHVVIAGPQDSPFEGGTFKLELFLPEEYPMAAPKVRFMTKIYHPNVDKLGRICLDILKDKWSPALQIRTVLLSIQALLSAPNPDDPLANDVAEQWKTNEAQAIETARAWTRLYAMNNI
CXCR6 inh – inhibitors of human CXCR6 receptor; O00574; CHO-K1 PathHunter CXCR6 beta-arrestin, luminescence; inhibition, % at 20 µM; 360,000 tested, 0.36% active; in the data active = inhibition above about 34%, passing the limit was not always enough;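 also: antagonist mode with CXCL16 agonist at 10 nM final; 0% = 10 nM CXCL16 with DMSO and 100% = unstimulated wells without agonist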
Target sequence (O00574 whole entry, looked up): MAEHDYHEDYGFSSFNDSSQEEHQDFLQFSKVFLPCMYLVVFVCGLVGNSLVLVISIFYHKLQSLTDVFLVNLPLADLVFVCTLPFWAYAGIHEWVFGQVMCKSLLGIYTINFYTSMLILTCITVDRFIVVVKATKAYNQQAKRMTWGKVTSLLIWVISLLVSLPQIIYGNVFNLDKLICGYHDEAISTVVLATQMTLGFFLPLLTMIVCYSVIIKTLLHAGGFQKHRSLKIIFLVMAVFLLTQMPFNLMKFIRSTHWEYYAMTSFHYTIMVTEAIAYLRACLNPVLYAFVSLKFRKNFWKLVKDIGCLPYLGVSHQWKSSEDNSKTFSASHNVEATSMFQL
Jurkat NFkB inh – inhibitors of the PMA/ionomycin-induced NF-kB reporter in Jurkat cells; PMA/ionomycin-induced NF-kB luciferase reporter, luminescence; inhibition, % at 4 µM; 330,000 tested, 0.53% active; AID 435003; in the data active = inhibition above about 50%
CCR6 antag – antagonists of human CCR6 receptor; CHO-K1 CCR6 PathHunter beta-arrestin, luminescence, CCL20-stimulated; P51684; 340,000 tested, 0.49% active; inhibition, % at 20 µM;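 active = compounds whose inhibition of the agonist-driven luminescence signal at 20 µM reaches about 50%, limit read from the data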;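 also: cells stimulated with CCL20 at 14 nM final; plate controls were DMSO with CCL20 for no effect and DMSO without agonist for full effect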
EBI2 antag – blocks human EBI2 receptor beta-arrestin signaling | inhibition, % at 5 µM | P32249 | 360,000 tested, 0.81% active | EBI2 beta-arrestin recruitment, luminescence, 7a,25-OHC stimulated | AID 651636; in the data active = inhibition above about 38%;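 also: enzyme fragment complementation signal reports receptor beta-arrestin coupling in cells; 0% = agonist plus DMSO wells and 100% = wells without agonist; some results beyond the cut were filed as inactive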
APJ antagonist – blocks the human apelin receptor APJ. CHO-K1 APJ beta-arrestin complementation, luminescence. 330,000 tested, 0.32% active. AID 2521. inhibition, % at 20 µM. P35414;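 active = inhibition above about 40% at 20 µM, limit read from the data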;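 also: cells challenged with 10 nM apelin-13 agonist together with compound; plate controls were apelin-13 plus DMSO wells for no effect and DMSO wells lacking apelin-13 for full effect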
Target sequence (P35414 whole entry, looked up): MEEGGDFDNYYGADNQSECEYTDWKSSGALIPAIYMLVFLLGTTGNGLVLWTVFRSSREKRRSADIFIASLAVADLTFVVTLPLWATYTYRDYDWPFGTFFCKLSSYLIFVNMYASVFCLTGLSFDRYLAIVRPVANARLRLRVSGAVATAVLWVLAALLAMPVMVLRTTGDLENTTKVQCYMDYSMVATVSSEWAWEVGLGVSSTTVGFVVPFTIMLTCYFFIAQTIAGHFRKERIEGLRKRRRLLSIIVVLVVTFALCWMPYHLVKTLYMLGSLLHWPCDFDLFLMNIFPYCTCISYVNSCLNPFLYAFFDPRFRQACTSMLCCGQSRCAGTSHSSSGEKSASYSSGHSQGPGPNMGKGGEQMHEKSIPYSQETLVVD
Gli-Sufu antag – blocks Gli-Sufu signaling in a luciferase reporter | inhibition, % at 5 µM | Sufu-KO-LIGHT fibroblasts, Gli luciferase reporter luminescence | 340,000 tested, 0.74% active;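 active = inhibition above about 55%, limit read from the data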;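 also: 0% = DMSO-treated cells and 100% = wells with medium but no cells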
697 NFkB inh – lowers PMA/ionomycin-induced NF-kB signal in 697 B cells; 697 B-cell NF-kB luciferase reporter, 16 h; 330,000 tested, 0.33% active; inhibition, % at 4 µM; AID 435022; in the data active = inhibition above about 35%
Active calls of the source: *; . = not tested or not shown.

Every second line gives: UBC13 inh, CXCR6 inh, Jurkat NFkB inh, CCR6 antag, EBI2 antag, APJ antagonist, Gli-Sufu antag, 697 NFkB inh
Cc1ccc(S(=O)(=O)N2CCN(C(=O)Cc3ccc4c(c3)OCCO4)CC2)cc1C
→ 9.6, -1.5, -0.2, -12.9, -3.1, 12.7, -2.0, -8.7
CSc1ccc(CCNC(=O)c2nn(C)c3c2CS(=O)(=O)c2ccccc2-3)cc1
→ 1.0, 5.4, -1.9, 8.0, 11.1, -17.1, 17.3, -4.9
OCC[C@@H]1C[C@H](O)[C@@H](O)[C@]2(CCc3ccccc3CO2)O1
→ -8.9, -5.5, -3.5, -0.4, -16.2, -1.1, 10.3, 19.8
COC(=O)N1C(=O)[C@@](CC(C)C)(c2ccccc2)N1C(=O)OC
→ -0.6, ., -12.5, ., ., 13.5, ., 1.9
CCc1ccc2c(c1)C(c1ccncc1)=NNC(c1ccccc1)=N2
→ -2.6, 11.5, -12.6, 7.3, -26.1, 22.0, -13.9, -10.7
CCOC(=O)c1ccc(NC(=O)c2cc(=O)[nH]c3ccccc23)cc1
→ 9.4, 5.3, -14.6, -2.0, -6.6, 33.2, 0.0, -7.5
CC1CN(CCC(=O)Nc2ccc3c(c2)OCO3)CC(C)O1 (stereo unspecified)
→ -5.8, -0.3, 6.4, 6.3, -15.2, 6.9, -8.2, 14.1
CCn1cc(C(=O)NCC2CCCO2)c2cc(OC)c(OC)cc2c1=O (stereo unspecified)
→ -1.2, 3.7, -6.1, -0.6, -15.1, 5.2, -2.8, 5.3
CC(C)C(=O)Nc1cccc(NC(=O)CCN2C(=O)c3ccccc3S2(=O)=O)c1
→ -11.9, 2.9, -20.3, 0.7, 1.9, 3.2, -9.5, 6.7
Cc1nc([N+](=O)[O-])c(C(=O)OCc2cccc(Br)c2)n1C
→ -5.3, 1.3, -5.8, 12.9, -4.4, 1.3, -4.5, 4.4
COC(=O)c1ccc(C(=O)OC)c(NC(=O)CSCc2ccc(Br)cc2)c1
→ 27.1, 2.0, 9.1, 17.3, 14.8, 4.2, 0.8, -12.8
Cc1ccc2nc(CCc3ccc(N)cc3)[nH]c2c1
→ -9.1, -18.3, -51.6, 7.7, -2.3, -5.0, -43.0, -19.1
CCOC(=O)c1ccc(NC(=O)CSCc2ccco2)cc1
→ 15.1, 2.0, -10.6, -6.5, -3.2, -4.8, -3.3, 14.9
CCC(C)c1ccccc1NC(=O)C(C)NCCN(C)C (stereo unspecified)
→ -7.5, -4.0, -8.3, 3.8, -10.3, 1.5, 2.0, 16.4
N#Cc1cc([N+](=O)[O-])ccc1NC(=O)CSc1n[nH]c(=O)[nH]c1=O
→ -10.6, -15.1, -12.0, -3.3, -22.8, -1.6, 9.1, 12.1
CCN(C(=O)CSc1nnnn1-c1ccc(OC)cc1)C1CCS(=O)(=O)C1 (stereo unspecified)
→ 2.5, 0.7, 9.0, 4.1, -15.9, 7.2, 1.8, -2.2
CC1(C)OC(=O)N2CCc3ccccc3C21C (stereo unspecified)
→ 2.8, -11.6, 11.5, 0.7, -16.9, 2.4, 1.5, 14.7
Cc1ccc(S(=O)(=O)Nc2cnn(-c3ccccc3)c(=O)c2Cl)cc1
→ 0.2, 0.5, 5.2, 4.2, 7.8, 4.2, 11.4, -0.8
COc1ccc(CCN2CC(C(=O)OCc3ccccc3Cl)CC2=O)cc1OC (stereo unspecified)
→ ., -3.1, ., 15.6, 4.2, ., -6.7, .
COc1ccc(CCNC(=O)c2sc3cc(C)ccc3c2Cl)cc1
→ 1.2, 1.5, 1.7, -0.3, 5.0, -3.3, -0.7, 3.0
O=C(CSc1nc(O)c(-c2ccccc2)c(=O)[nH]1)N1CCOCC1
→ 1.6, -4.4, -1.1, -8.1, 8.0, 9.5, -3.1, 16.5
CC(=O)c1c(C)[nH]c(C(=O)CN2CCN(S(=O)(=O)c3ccccc3[N+](=O)[O-])CC2)c1C
→ -7.8, 0.6, -2.1, 6.6, 12.7, -16.3, -3.9, -5.4
O=C1NC(=S)N/C1=C/c1cc([N+](=O)[O-])ccc1N1CCOCC1
→ -10.3, 5.6, -11.0, 10.3, 3.5, 7.9, 10.1, 19.9
COc1cc(CCC(=O)NNC(=O)c2ccc(Cl)cc2)cc(OC)c1OC
→ 1.7, -24.6, -0.4, 5.5, 21.5, -1.9, -7.8, 5.2
CCOC(=O)c1c(C)n(CCNC(C)=O)c2ccc(O)cc12
→ 9.3, -1.4, -10.0, -0.2, -18.0, 14.7, -1.8, 10.4
CS(=O)(=O)N(CC(=O)NCc1ccncc1)c1cc(Cl)cc(Cl)c1
→ -4.0, 0.6, -13.3, -1.1, -16.0, 6.5, -2.1, 9.9
O=C(NNc1cccc(Cl)n1)Nc1cccc(C(F)(F)F)c1
→ 8.2, -4.3, 19.3, -9.6, -0.2, 9.7, -12.6, 24.7
CC(C)Cn1c(SCC(=O)N(C)c2c(N)n(Cc3ccccc3)c(=O)[nH]c2=O)nc2ccccc21
→ 1.9, 6.7, -5.1, 3.2, -4.4, 2.8, 0.1, 0.5
Cc1cccc(/N=C/c2c(O)ccc3oc4c(c23)CCCC4)n1
→ -5.4, 4.0, 12.3, 5.1, -3.3, 17.9, 4.2, -22.4
NC(=O)CC(NC(=O)c1cccc(Br)c1)c1ccc(NCCN2CCOCC2)c([N+](=O)[O-])c1 (stereo unspecified)
→ -37.0, ., 7.0, ., ., 20.3, ., 3.9

Compound profiles (already shown).
CC(=O)c1c(C)[nH]c(C(=O)CN2CCN(S(=O)(=O)c3ccccc3[N+](=O)[O-])CC2)c1C as listed: UBC13 inh: -7.8; CXCR6 inh: 0.6; Jurkat NFkB inh: -2.1; CCR6 antag: 6.6; EBI2 antag: 12.7; APJ antagonist: -16.3; Gli-Sufu antag: -3.9; 697 NFkB inh: -5.4
O=C(CSc1nc(O)c(-c2ccccc2)c(=O)[nH]1)N1CCOCC1 as listed: UBC13 inh: 1.6; CXCR6 inh: -4.4; Jurkat NFkB inh: -1.1; CCR6 antag: -8.1; EBI2 antag: 8.0; APJ antagonist: 9.5; Gli-Sufu antag: -3.1; 697 NFkB inh: 16.5

Next part
SMILES | UBC13 inh | CXCR6 inh | Jurkat NFkB inh | CCR6 antag | EBI2 antag | APJ antagonist | Gli-Sufu antag | 697 NFkB inh
Cc1ccccc1NC(=O)Cc1nc(COC(=O)C(NC(=O)c2ccccc2C)C(C)C)cs1 (stereo unspecified) | 9.1 | 3.7 | 11.0 | 20.7 | -12.0 | -3.1 | -1.1 | 11.8
COc1ccc(OC)c(CCNC(=O)Cc2ccc(NC3=NC4CS(=O)(=O)CC4S3)cc2)c1 (stereo unspecified) | 5.8 | 0.5 | -8.4 | -1.8 | -0.5 | 7.0 | -1.5 | 3.1
Cc1nn(-c2ccccc2)c(C)c1P(=O)(c1ccccc1)N(C)C (stereo unspecified) | -10.5 | 5.6 | -13.4 | -4.9 | -5.4 | -15.3 | 1.0 | 7.8
O=C(NC(=S)Nc1ccc(N2CCCCC2)cc1)c1ccc2c(c1)OCCO2 | 6.3 | 13.8 | 29.8 | 8.2 | 33.1 | -17.6 | -6.2 | -33.0
O=C(CCN1C(=O)/C(=C/c2ccccc2F)SC1=S)Nc1ccccn1 | 0.6 | -11.2 | 13.6 | 0.3 | 4.6 | -1.3 | -2.8 | -4.9
COCCNC(=O)c1cc2cc(Br)cc(Br)c2oc1=O | -6.2 | -8.0 | -6.0 | -5.0 | -5.1 | 6.7 | 15.9 | 16.6
CCc1ccc(N2C(=O)C3C(C2=O)N2CCCN2C3c2ccccc2)cc1 (stereo unspecified) | -7.4 | -7.9 | -4.7 | 0.8 | -8.4 | 0.5 | -2.4 | -5.7
CCCn1c(N)c(C(=O)CSc2nnc3ccccn23)c(=O)n(C)c1=O | 4.4 | -5.5 | -12.4 | 7.7 | 9.7 | 1.1 | -7.8 | 22.1
C=CCO/N=C(\C)c1c(O)c(C)c(-c2ccccc2)n(-c2ccccc2)c1=O | 10.1 | 1.7 | 5.1 | 2.2 | -5.0 | -13.6 | -0.6 | 0.9
CC(C)Cn1c(=O)c(C(=O)NCc2ccccn2)c(O)c2ccccc21 | 27.3 | 8.1 | -14.1 | 22.4 | -1.9 | 1.3 | 0.2 | -21.9
CCN(CC)C(=O)CC(c1cc(OC)c(OC)c(OC)c1)c1c(O)cc(OC)cc1OC (stereo unspecified) | -1.4 | -1.6 | -1.9 | 2.5 | -13.8 | -7.2 | -21.0 | 14.6
COc1ccccc1C(=O)NC(=O)CSc1nnc(N)s1 | -6.0 | 2.4 | 8.2 | -13.1 | 2.3 | 1.1 | -4.5 | 18.5
Cc1cc(=O)[nH]c(SCC(=O)NC(c2ccccc2)c2ccccc2)n1 | -16.3 | -4.2 | -14.6 | 1.3 | -1.7 | -14.4 | . | -5.9
COc1ccc(N(CC(=O)NCc2ccco2)C(=O)CCC(=O)Nc2ccccn2)cc1 | -4.2 | -5.7 | 11.4 | -2.5 | 2.6 | -12.9 | 14.3 | 9.9
O=C(c1ccccc1)c1ccc(OCC(O)CNCc2cccc(Cl)c2)cc1 (stereo unspecified) | . | 3.3 | . | 15.8 | -15.9 | . | -3.7 | .
C=CCNC(=O)CSc1nc2sc3c(c2c(=O)n1CCC)CCC3 | 1.9 | 4.9 | 5.8 | 7.4 | 15.2 | 9.5 | 2.7 | 11.3
CC(C)(C)c1ccc(OCC(=O)N/N=C/c2ccsc2)cc1 | -9.1 | -11.1 | -4.6 | -0.5 | 20.1 | -4.1 | 1.8 | -37.1
Cc1cccc(C(=O)NC(=S)Nc2ccccc2C(=O)O)c1 | 0.8 | 6.5 | -0.4 | 18.1 | -2.9 | 19.0 | -3.0 | 5.0
Cn1cccc1/C=N/NC(=O)c1ccn[nH]1 | -6.8 | 0.9 | 1.3 | -6.9 | -17.8 | -10.1 | -12.0 | -3.2
COc1cc(NC(=S)NCc2cccs2)cc(OC)c1 | -1.5 | 5.4 | -13.3 | 2.2 | -4.2 | -2.7 | -7.1 | 1.5
O=Cc1coc2c(ccc3ccccc32)c1=O | 2.3 | . | -10.6 | . | . | 6.9 | . | -0.2
COc1ccccc1-n1c(SCC(=O)Nc2ccc(C)cc2)nc(O)cc1=O | -4.1 | -2.9 | 1.7 | 8.0 | -2.4 | 8.9 | -14.7 | 0.7
CC(=O)Nc1ccc(N2C(=O)c3ccc(S(=O)(=O)c4ccc(C(=O)O)cc4)cc3C2=O)cc1 | 3.4 | 3.5 | 8.6 | 15.7 | -0.9 | -13.0 | -20.7 | -4.6
O=S(=O)(O)Oc1c[nH]c2ccccc12 | -18.1 | . | -16.4 | . | . | -8.4 | . | -29.5
CC1(C)CC(=O)C=C(NCC(O)c2ccccc2)C1 (stereo unspecified) | 1.4 | -12.7 | 4.7 | 6.7 | 0.9 | -16.4 | . | 11.8
COc1ccc(-c2cc(C)nc3nc(N)nn23)cc1 | 22.0 | -5.7 | 3.7 | -30.3 | 4.4 | 11.9 | -6.2 | 24.8
CCNC(=O)CSc1nc2ccccc2c(=O)n1CCCOC(C)C | 4.5 | 0.9 | 7.5 | 11.3 | 10.5 | 10.7 | 0.5 | 12.4
COc1ccc(-c2c(C)oc3c(CN4CCOCC4)c(O)ccc3c2=O)cc1 | 9.5 | -1.5 | 5.5 | 17.0 | -10.2 | 12.4 | 3.9 | -1.4
Cc1ccc(O)c(C2=NCCNC(C(F)(F)C(F)F)=C2)c1 | -6.9 | 5.8 | 14.9 | -10.6 | -3.9 | 13.8 | 5.7 | 1.7
Cc1ccc(-c2nnc(SCC(=O)N/N=C/c3ccccc3C(=O)O)n2-c2ccc(C)cc2)cc1 | -3.7 | -3.4 | -8.6 | 4.7 | -0.8 | 5.1 | -7.7 | 19.3
CC(=O)Nc1ccc(S(=O)(=O)NCCC(=O)N2CCN(c3ccccc3Cl)CC2)cc1 | -15.9 | 6.5 | -2.8 | 12.5 | 3.1 | -7.1 | 1.8 | -42.7
CCOC(=O)C(C#N)C(Cc1ccccc1)c1ccco1 (stereo unspecified) | 7.6 | 7.9 | -15.9 | 1.6 | 9.3 | 7.6 | -5.2 | 13.8
COc1ccccc1-c1noc(CCC(=O)Nc2cc(C(F)(F)F)ccc2Cl)n1 | -1.4 | -4.5 | 1.2 | 12.1 | 8.6 | -10.8 | 7.0 | 12.7
COc1cc(S(=O)(=O)N2CCN=C2c2ccccc2)ccc1Cl | -1.1 | 3.8 | -2.1 | 6.1 | -16.3 | -11.8 | 2.1 | -3.2
